TCR CD3 inh = blocks the human TCR-CD3 interaction; TAMRA-labeled TCR probe fluorescence, biochemical; inhibition, % at 9.4 µM; actives 0.37% (n = 360,000); AID 651800; in the data active means inhibition above about 19%;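 further: recombinant mutant TCR 2C K166C tagged with TAMRA read by polarization; 0% = receptor in buffer alone and 100% = receptor with positive control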
LEDGF integ inh = blocks HIV-1 LEDGF/p75-dependent DNA integration | TR-FRET IN-LEDGF/p75 DNA integration, Eu/Cy5 | inhibition, % at 3.7 µM | actives 0.64% (n = 370,000) | AID 743269;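 active means inhibition above the screen-wide mean plus 3 SD, cut at about 13% in these data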;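 further: signal is the Cy5 over europium emission ratio at 671 and 618 nm; 0% = plate median of compound wells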
DDE Tn6 FP inh = disrupts Tn6 cyclic peptide binding to fibrin D-Dimer-E complex | inhibition, % at 8.3 µM | actives 0.21% (n = 370,000) | AID 720509 | P02675 | Fibrin DD(E) TRITC-Tn6 fluorescence polarization displacement;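 active means inhibition above a per-campaign cutoff: mean of compounds within control limits plus 3 SD, cut at about 15% in these data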;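 further: 0% = median of all compound wells on the plate and 100% = blocking peptide control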
PRMT1 inh = inhibitors of human PRMT1. Q99873. recombinant PRMT1, activity-based probe fluorescence polarization. inhibition, % at 2.79 µM. actives 1.3% (n = 370,000). AID 652257;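 active means inhibition above about 21% made by adding two undisclosed values, limit read from the data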
UHRF1 MBD2 ctr = blocks human UHRF1 binding to methylated DNA; actives 0.75% (n = 370,000); inhibition, % at 4.4 µM; UHRF1 binding to methylated oligo, TR-FRET; Q96T88; AID 687016; in the data active means inhibition above about 21%;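 further: UHRF1 SRA domain binding a hemimethylated CpG hairpin DNA probe; 0% = median of test compound wells and 100% = reference inhibitor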
MBD2 inh = blocks human MBD2 binding to methylated DNA; Q9UBB5; TR-FRET, MBD2 binding to methylated oligonucleotide; inhibition, % at 4.4 µM; actives 0.31% (n = 370,000); AID 686964; in the data active means inhibition above about 13%
KLK7 zymogen act = activators of human kallikrein-7 zymogen | purified proKLK7, EDANS-DABCYL substrate fluorescence; 100% is mature enzyme control, 0% vehicle | activation, % at 7 µM | actives 0.9% (n = 370,000) | AID 652039;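 active means activation above the mean of all tested compounds plus 3 SD, computed per campaign excluding outliers beyond control limits, cut at about 13% in these data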
Target sequence (P49862 whole entry, looked up): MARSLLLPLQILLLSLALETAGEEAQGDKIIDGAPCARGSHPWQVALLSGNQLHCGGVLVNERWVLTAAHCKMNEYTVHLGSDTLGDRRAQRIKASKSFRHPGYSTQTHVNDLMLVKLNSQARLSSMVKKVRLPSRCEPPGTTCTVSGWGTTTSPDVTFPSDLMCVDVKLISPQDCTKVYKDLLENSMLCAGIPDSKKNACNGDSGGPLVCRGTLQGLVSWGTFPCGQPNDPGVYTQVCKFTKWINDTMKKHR
TDP2 absorb = blocks human TDP2 phosphodiesterase activity; recombinant TDP2, T5PNP hydrolysis, p-nitrophenol absorbance 415 nm; inhibition, % at 12.8 µM; O95551; actives 0.34% (n = 370,000);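 active means inhibition above the mean of all tested compounds plus 3 SD, set per campaign, cut at about 25% in these data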;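 further: 0% = DMSO with enzyme and 100% = buffer with substrate but no TDP2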
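Assay system: recombinant human TDP2 / Reagent: T5PNP substrate at 5 mM, a TopII-DNA adduct mimic / Measured by: epi absorbance from released p-nitrophenol / Evaluation: % inhibition relative to enzyme-containing and enzyme-free wells / Control set: enzyme-free and DMSO wells / Replicates: each compound tested once, singlicate / Schedule: enzyme reaction with compound for 2 h at 37 °C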
DDE Tn7 FP inh = DD(E)-Tn7 binding inhibition, primary FP screen. actives 0.13% (n = 370,000). inhibition, % at 8.3 µM. P02675. FP displacement of FITC-Tn7 peptide from fibrin DD(E); 0% = median of compound wells per plate;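 active means inhibition above the mean of compounds falling within the control limits plus 3 SD of them, cut at about 14% in these data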;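 further: 0% = plate median of compound wells and 100% = 10 µM Aha-Tn7 peptide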
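Test system – human fibrin DD(E) · Times – 10 min preincubation, 3 h with tracer, room temperature · Detection – fluorescence polarization of the labelled Tn7 tracer · Measure – percent inhibition normalized to high-control wells · Benchmarks – high control wells with 10 µM unlabelled Aha-Tn7 peptide (full inhibition) · Repeats – singlicate testing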
SIAE inh = inhibitors of human sialic acid acetylesterase SIAE | Q9HAT2 | SIAE FP-Rh probe binding, fluorescence polarization | inhibition, % at 9.66 µM | actives 0.69% (n = 370,000);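 active means inhibition above a cutoff: mean of compounds within the control limits plus 3 SD of those, cut at about 17% in these data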;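 further: 0% = plate median of compound wells and 100% = probe without SIAE protein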
Target sequence (Q9HAT2 whole entry, looked up): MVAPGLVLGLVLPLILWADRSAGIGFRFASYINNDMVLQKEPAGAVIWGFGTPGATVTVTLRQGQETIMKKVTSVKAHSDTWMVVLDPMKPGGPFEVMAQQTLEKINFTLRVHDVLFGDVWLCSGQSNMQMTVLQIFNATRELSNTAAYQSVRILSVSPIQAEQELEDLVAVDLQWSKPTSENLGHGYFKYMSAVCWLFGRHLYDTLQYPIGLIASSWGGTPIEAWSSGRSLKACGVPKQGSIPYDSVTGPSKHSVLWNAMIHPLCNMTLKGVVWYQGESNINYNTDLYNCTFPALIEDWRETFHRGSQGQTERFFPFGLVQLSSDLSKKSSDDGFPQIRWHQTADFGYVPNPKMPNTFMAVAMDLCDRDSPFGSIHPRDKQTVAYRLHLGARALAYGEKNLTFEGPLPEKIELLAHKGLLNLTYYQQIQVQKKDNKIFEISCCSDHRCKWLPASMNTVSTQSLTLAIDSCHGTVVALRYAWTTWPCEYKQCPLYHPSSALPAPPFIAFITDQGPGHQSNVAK
Numbers without * were called inactive.

SMILES	TCR CD3 inh	LEDGF integ inh	DDE Tn6 FP inh	PRMT1 inh	UHRF1 MBD2 ctr	MBD2 inh	KLK7 zymogen act	TDP2 absorb	DDE Tn7 FP inh	SIAE inh
O=C1NC(=O)/C(=C\c2ccc(OCc3cccc(C(=O)O)c3)c(Cl)c2)N1	4	-1	3	0	0	-4	0.1	3	4	-12
COc1ccc(C2C(C(=O)c3ccco3)=C(O)C(=O)N2CCCn2ccnc2)c(OC)c1 (configuration not stated)	-10	2	-1	6	-2	0	0.5	17	7	12
COc1ccc(-n2c(SCCC#N)nnc2-c2cc(Cl)ccc2OC)cc1Cl	2	-1	1	2	-2	0	0.3	-7	6	0
CCN(CC)CCCn1c2c(c(SCC(=O)N3CCc4ccccc43)nc1=O)CCC2	-7	2	2	0	3	-1	-0.3	-6	-1	3
COC(=O)[C@@H](NS(=O)(=O)c1cc(Br)ccc1Br)C(C)C	6	0	-1	0	-2	-3	0.2	2	3	4
CC1=NN(c2cc(Cl)c(S(=O)(=O)O)cc2Cl)C(=O)C1	0	6	2	10	-2	-5	0.1	13	1	5
O=C(Nc1ccc(Br)cc1)c1ccc2ncsc2c1	5	2	-2	16	0	-6	-0.4	9	5	-4
COc1ccccc1N1CCN(C(c2ccccc2)c2nnnn2CCc2ccccc2)CC1 (configuration not stated)	4	-1	-2	0	1	0	-0.2	13	-2	4
CC1=C(C(=O)OCC(C)C)C(c2ccsc2)NC(=O)N1 (configuration not stated)	5	1	1	-3	-2	2	-0.5	4	-6	2
CCCn1cc(S(=O)(=O)c2ccc(C)cc2)c(=O)c2cc(OCC)ccc21	-5	2	1	-2	5	2	-0.6	-31	-2	-1
Cc1cc(C)nc(SCc2ccc3nonc3c2)n1	7	0	8	-1	-2	-2	0.3	-15	-2	4
COC(=O)C1CC(O)CN1S(=O)(=O)c1cccs1 (configuration not stated)	1	1	7	2	-1	-7	0.1	12	-6	2
Cc1ccccc1C1=C/C(=C(\SS/C(C(=O)c2ccc(OCC(=O)O)c(Cl)c2Cl)=C2\C=C(c3ccccc3C)SS2)C(=O)c2ccc(OCC(=O)O)c(Cl)c2Cl)SS1	2	4	-1	1	1	5	0.4	-18	-2	-5
CCN(CC)c1ccc2cc(-c3nc(-c4ccc(OC)cc4)cs3)c(=O)oc2c1	-1	0	0	45*	-6	2	-0.3	-6	-1	-6
O=c1cc(CN2CC(O)Cc3ccc4ccccc4c32)nc2sccn12 (configuration not stated)	1	2	2	2	-4	0	-1.1	6	-3	3
Cc1cc(C)n2nc(C(=O)OCC(=O)Nc3ccc(F)cc3F)nc2n1	-9	-4	3	6	2	3	0.0	4	6	0
CCOc1cc(CNCCO)cc(Br)c1OCc1ccc(Cl)cc1Cl	-6	0	2	-2	-2	1	-0.1	1	-2	1
O=C1CC(C(=O)Nc2ccccc2)N=C(N2CCOCC2)N1 (configuration not stated)	-5	0	1	-2	-1	5	0.0	-7	-2	-3
COc1ccc(-c2csc3ncn(-c4ccc(C)cc4)c(=O)c23)cc1OC	-1	2	-6	-3	2	0	0.9	-4	-2	3
NC(=O)c1ccc2nc(NC(=O)c3ccc(N)cc3)sc2c1	-1	-2	-11	1	1	3	-1.5	2	4	-11
C=CCN(CC=C)CCCOc1ccc(Br)cc1Cl	-6	3	5	0	-4	-1	-0.2	3	4	6
CCOC(=O)N1CCN(C(=O)CCNS(=O)(=O)c2ccc(C)c(C)c2)CC1	-4	2	-3	-1	2	2	0.6	8	-1	1
O=C(NNC(=S)NC(=O)c1ccc(F)cc1)c1ccncc1	13	-3	1	1	-4	2	-0.3	-5	-5	8
COc1ccc(-c2c3c(=O)n(C)c(=O)n(C)c3cn2N2CCOCC2)cc1	-9	-1	7	1	9	8	-0.4	5	3	2
Cc1csc(=Nc2cccnc2)n1CC1CCCCC1	2	1	-2	3	-3	-3	-0.8	6	3	0
N#CC1=C(N)Oc2n[nH]c(-c3cccs3)c2C1c1cccnc1 (configuration not stated)	3	0	9	2	-6	-5	-0.3	8	5	6
CCC(=O)Nc1sc2c(c1C(N)=O)CCN(C(C)=O)C2	-1	8	3	3	1	-5	-0.5	4	0	7
Cc1cc(NC(=O)CCC(=O)N(Cc2ccco2)C(C)(C)C(=O)NC2CCCCC2)no1	3	-2	3	-1	-1	1	0.2	9	-3	1
CC(C)(C)NC(=O)Cn1c(=O)n(CC(=O)NC(C)(C)C)c2ccccc21	0	4	-1	-1	1	-4	0.5	2	-1	10
CN(CC(=O)Nc1ccccc1Cl)C(=O)COC(=O)C1CC1	4	0	3	0	-2	2	0.6	8	-8	-2
COc1cc(/C=C/CN2CCN(Cc3ccc(C)o3)C(CCO)C2)ccc1O (configuration not stated)	6	4	-3	1	-1	-2	0.3	2	-5	2
Cc1cc2nc(C)c3c(n2n1)CCC3	2	3	-5	1	-3	-3	1.0	8	-13	-8
C=CCn1c(COc2ccccc2)nnc1SCC(=O)Nc1ccc2c(c1)OCCO2	-2	2	2	1	-2	-1	0.6	4	-1	4
COc1ccc(Oc2ccc(NC(=O)c3ccccc3C)cc2)cc1	-4	-1	2	2	4	1	0.0	2	-4	-1
COC(=O)[C@@]1(Sc2ccc(C)cc2)CC(=O)N[C@@H]1c1ccco1	10	7	-11	52*	4	4	1.4	-3	3	7
CCOc1ccc(N2CC(C(=O)Nc3ccc(S(=O)(=O)N4CCCC4)cc3)CC2=O)cc1 (configuration not stated)	-9	-2	1	2	-2	-5	0.3	1	6	11
O=C(Nc1ccccc1)c1ccccc1O	7	-1	6	-2	-1	-2	-1.4	-4	2	5
CC(Oc1ccc(Br)cc1)C(=O)NC1CCN(Cc2ccccc2)CC1 (configuration not stated)	2	-1	3	0	1	-2	0.4	5	6	0
c1ccc(-n2cnnc2SCc2cn3cccnc3n2)cc1	-2	-3	0	2	0	1	3.2	7	4	-5
COc1ccc(-c2sc3cc(OC)c(OC)cc3c2-c2ccc(O)cc2)cc1	-7	-6	-3	5	8	9	-6.5	-5	-2	-2
CCN(C(=O)CSc1nc2cc(Cl)ccc2c(=O)n1CC(C)C)C1CCS(=O)(=O)C1 (configuration not stated)	-7	-2	-14	0	-2	0	-0.2	3	1	-1
O=C(O)c1cccnc1SC1CC(=O)N(Cc2ccccc2)C1=O (configuration not stated)	2	0	4	-2	0	-4	-0.3	2	0	6
Cc1c(C(=O)N(C)C(C)c2ccccn2)oc2c(F)cccc12 (configuration not stated)	8	5	4	-3	-2	-5	0.5	-9	4	-3
O=C(CCN1C(=O)/C(=C/c2ccc(F)cc2)SC1=S)Nc1cc([N+](=O)[O-])ccc1O	-1	-1	-8	5	-1	1	0.1	3	1	4
C=CCOc1ccc(CNc2ccc3[nH]c(=O)[nH]c3c2)cc1OC	4	1	-3	3	2	-3	-4.8	19	-12	0
CN(C)S(=O)(=O)c1cccc(COc2ccccc2C(=O)Nc2ccccc2)c1	2	0	1	6	1	-5	0.3	2	1	-6
COc1cccc(-c2c(-c3cc(OC)cc(OC)c3)n(C)c3ccc(-c4ccc5[nH]ccc5c4)cc23)c1	4	-2	9	0	0	-2	-1.2	5	5	2
N#Cc1ccc(NC(=O)COC(=O)C2Cc3ccccc3CN2C(=O)c2ccccc2)cc1 (configuration not stated)	-3	-1	4	-3	1	-2	-0.1	5	3	-2
N/C(=N/O)c1nc(N2CCCC2)nc(N2CCCC2)n1	4	4	1	-3	3	3	0.2	-16	0	-4
Cc1nn(C)c(C(=O)N/N=C/c2ccc(-c3ccccc3)cc2)c1Cl	9	2	1	-3	-2	-4	0.2	16	-3	-5
Cc1ccc(NC(=O)C2CCCN2C(=O)OCc2ccccc2)cc1F (configuration not stated)	5	-2	1	-4	-2	0	0.4	-14	5	-6
Cc1cccc(C)c1Nc1nnc(SCC(=O)NC(=O)c2cccn2C)s1	6	2	12	3	-4	-4	0.3	0	-2	-4
NS(=O)(=O)c1ccc(CCNC(=O)COC(=O)/C=C/c2ccc(OC(F)F)cc2)cc1	-1	-2	2	0	1	3	-0.3	4	7	3
Cc1cc(NC(=O)c2cc(-c3ccc(OC(C)C)cc3)nc3ccccc23)no1	0	-4	-2	5	1	-2	-31	-3	-9	-19
O=C(CCl)NC(=O)NC12CC3CC(CC(C3)C1)C2	8	1	-3	-1	0	1	0.3	2	-5	3
CCCC(=O)n1nc(-c2cccnc2)nc1NCc1cccs1	4	3	-2	0	-1	-5	-0.1	1	-5	3
c1ccc(CN2c3ccccc3-c3nc4ccccc4n3C2c2ccccn2)cc1 (configuration not stated)	1	4	-8	8	0	4	-8.4	-13	3	-3
CCOc1cc(Br)ccc1S(=O)(=O)N1CCC(C(N)=O)CC1	7	-1	0	1	-1	-2	0.1	5	4	2
COc1ccc(COCC(O)CN2CCN(S(=O)(=O)c3ccc(C(C)C)cc3)CC2)cc1 (configuration not stated)	2	-2	-4	3	1	-1	0.5	2	-2	4
COc1cccc(CNC(=O)c2ccc(F)c(S(=O)(=O)N3CCCCC3)c2)c1	7	-2	7	-3	-1	-3	-0.8	-4	12	4

Nothing new here: entries from further up.
SMILES	TCR CD3 inh	LEDGF integ inh	DDE Tn6 FP inh	PRMT1 inh	UHRF1 MBD2 ctr	MBD2 inh	KLK7 zymogen act	TDP2 absorb	DDE Tn7 FP inh	SIAE inh
CN(C)S(=O)(=O)c1cccc(COc2ccccc2C(=O)Nc2ccccc2)c1	2	0	1	6	1	-5	0.3	2	1	-6
COc1cccc(-c2c(-c3cc(OC)cc(OC)c3)n(C)c3ccc(-c4ccc5[nH]ccc5c4)cc23)c1	4	-2	9	0	0	-2	-1.2	5	5	2
N#Cc1ccc(NC(=O)COC(=O)C2Cc3ccccc3CN2C(=O)c2ccccc2)cc1 (configuration not stated)	-3	-1	4	-3	1	-2	-0.1	5	3	-2

Remaining list, next part:
SMILES	TCR CD3 inh	LEDGF integ inh	DDE Tn6 FP inh	PRMT1 inh	UHRF1 MBD2 ctr	MBD2 inh	KLK7 zymogen act	TDP2 absorb	DDE Tn7 FP inh	SIAE inh
COc1cc(/C=C2\C(=O)N(c3ccc(NC(C)=O)cc3)N=C2c2ccccc2)ccc1O	-11	44*	-2	16	18	8	0.4	54*	7	14
CCC(=O)N/N=c1/sc2ccccc2n1C	1	0	0	3	2	-5	0.5	-10	-4	3
CSc1ccccc1C(=O)NCc1ccc2c(c1)OCO2	8	4	-7	1	-2	2	-0.1	-16	-9	2
CC(C)C1CC(CCNCc2ccc3c(c2)OCO3)(c2ccccc2)CCO1 (configuration not stated)	0	0	1	-3	1	2	-0.2	-16	2	-2
CC(C)(C)[C@@H]1COC(=O)[C@H](Cc2ccc(F)cc2)C/C=C\C[C@H](CC(=O)N(CCO)Cc2ccccc2)C(=O)N1	-3	-1	0	-2	0	-5	-1.0	-8	-1	3
O=C(c1ccco1)n1nc(-c2cccnc2)nc1NCc1ccco1	-1	-5	-4	5	0	5	-0.2	-8	4	-8
CN(C)c1ccc(/C=C(/NC(=O)c2ccccc2)C(=O)N2CCCC2)cc1	9	8	0	-5	5	-3	6.5	-12	-7	-3
C[C@H](CO)N1C[C@H](C)[C@@H](CN(C)S(=O)(=O)c2ccccc2C#N)OCc2cnnn2CCCC1=O	6	3	6	2	-2	0	1.3	5	0	0

Screening data (PubChem BioAssay)
